AMA1-RON2 inh – inhibitors of Plasmodium falciparum AMA1-RON2 interaction | Potency, µM (highest dose often 58.2 µM), inactives show at the highest dose activity change, negative = inhibition, hits mostly inhibitors | 0.2% of 360,000 active | AlphaScreen AMA1-biotinylated RON2 peptide binding | AID 720542; active = well fitted inhibition curve with a large enough effect; inconclusive = small, poorly fitted or top-dose-only effect; inactive = no such curve, though single readings can be large or run the other way;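 also: potency is read from the fitted curve at half-maximal effect; 0% = vehicle wells and -100% = peptide control; nearly all actives have a fitted effect of over 45% in size; some results filed as inactive show a strong effect at the top dose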
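AMA1 (3D7) with his tag at 25 nM final met compounds first, then biotinylated RON2 peptide at 25 nM; detection used donor plus acceptor beads, 10 µg/mL apiece, read by AlphaScreen after 30 min at room temperature.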
HCMV inh – inhibitors of human cytomegalovirus. activity change, negative = inhibition, % at 57.5 µM. 4.5% of 410,000 active. HFF cells, HCMV-luciferase reporter, 72 h; active compounds read low; in the data active = activity change below about -60%; inconclusive = no clear call, values can overlap the other calls; inactive = above about -39%
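Two compound doses tested in HFFs infected with HCMV-luciferase, MOI 1 PFU/cell, 72 h at 37C. Lysate luminescence read with OneGlo; data normalized against buffer-only and 10uM Salinomycin inhibitor controls.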
* = called active by the depositor; u = inconclusive; [ ] = remark or other dose. Unless noted, % is scaled to controls: 0 for no effect and ±100 for the full control effect. The list is partial; rates above refer to the full screens.

Every second line gives: AMA1-RON2 inh | HCMV inh
O=C(NCc1ccc(F)cc1)c1cc(C2CCCN(C(=O)c3ccc4ccccc4c3)C2)on1 (centres undefined)
→ -3% | -24
COc1ccc(Cn2cc(CN3CC(N4CCN(C)CC4)CS3(=O)=O)nn2)cc1 (centres undefined)
→ 1% | -21
COc1ccc(S(=O)(=O)N[C@H]2CC[C@H](CCNC(=O)c3ccccc3F)O[C@@H]2CO)cc1
→ 3% | 19
COP(=O)(NC(C)=O)SC (centres undefined)
→ 11% | 7
CC(=O)Oc1ccc(OC(C)=O)c2c1CC1(C)OC1(C)C2 (centres undefined)
→ -9% | 1
Cc1cc(OCc2nc(N)nc(N)c2-c2ccc(Cl)c(Cl)c2)ccc1[N+](=O)[O-]
→ u | -100*
CC1CN(c2nc3ccccc3nc2SCC(=O)Nc2cccc(C(F)(F)F)c2)CC(C)O1 (centres undefined)
→ 25% | u
CC(C)COC(=O)N(C)C[C@@H]1OCc2cnnn2CCCC(=O)N([C@H](C)CO)C[C@@H]1C
→ 0% | 8
Cc1ccc(OCCC(=O)OCC(=O)NCCNC(=O)COC(=O)CCOc2ccc(C)cc2)cc1
→ 3% | -23
CCOC(=O)[C@]12CCC=C1N(Cc1cccc3ccccc13)C(=O)[C@H](CC(=O)N1CCC(c3ccccc3)CC1)C2
→ -14% | 14

Rewritten field by field: 3 of the compounds above.
CC(C)COC(=O)N(C)C[C@@H]1OCc2cnnn2CCCC(=O)N([C@H](C)CO)C[C@@H]1C
  AMA1-RON2 inh = 0%	HCMV inh = 8

COP(=O)(NC(C)=O)SC (centres undefined)
  AMA1-RON2 inh = 11%	HCMV inh = 7

CC(=O)Oc1ccc(OC(C)=O)c2c1CC1(C)OC1(C)C2 (centres undefined)
  AMA1-RON2 inh = -9%	HCMV inh = 1

New compounds follow.
Every second line gives: AMA1-RON2 inh | HCMV inh
COCCn1nnnc1CN(CCc1ccccc1)Cc1cc2cc(OC)ccc2[nH]c1=O
→ 34%[activator] | -10
Cc1c(NC(=S)NC(=O)c2ccccc2)c(=O)n(-c2ccccc2)n1C
→ -1% | -6
CC(C)C[C@@H](CNCC(=O)[C@H](C)NC(=O)c1[nH]cnc1C(=O)N[C@@H](C)CN)NC(=O)c1nc[nH]c1C(=O)N[C@@H](C)C(=O)O
→ 0% | -17
Cn1c(=O)c2c(-c3ccccc3)n(-c3cccc(Br)c3)cc2n(C)c1=O
→ -4% | -9
Cc1ccc(S(=O)(=O)NCC(=O)OCC(=O)c2ccc(Cl)s2)cc1
→ 2% | 14
CCOC(=O)c1cc(-c2sc(NC(=O)c3ccccc3)nc2C)n(CCO)n1
→ -3% | 2
CCOC1=C2[C@H](c3ccc(C)cc3)N(S(=O)(=O)c3ccc(C)cc3)C[C@H]2n2c(=O)n(-c3ccccc3)c(=O)n2C1
→ -3% | 2
Cc1ccccc1N=Nc1c(O)[nH]c2ccccc12
→ -2% | 76
CC1=C(C(=O)N(C)C)CC(CC(=O)NC2CCCCC2)C(=O)N1Cc1ccc(C(C)(C)C)cc1 (centres undefined)
→ 1% | 14
CC1(c2nc3ccccc3[nH]2)c2ccccc2C(=O)N1C1CC1 (centres undefined)
→ 2% | 13
CC(=O)c1ccc(Nc2nc(CN)cs2)cc1
→ 94%[activator] | 24
C#Cc1cc(N2CCN(C(=O)c3ccoc3)CC2)n2nc(-c3cccc(Cl)c3)cc2n1
→ 19% | -102*
Cc1ccc([C@@]2(OC(=O)c3ccccc3)C(=O)N(C(=O)OC(C)(C)C)c3ccccc32)cc1
→ 3% | 10
C1=NCCCN2CCCCC12 (centres undefined)
→ 15% | -8
CCC(=O)N1CCCC(C)(C(=O)NS(=O)(=O)c2ccccc2Cl)C1 (centres undefined)
→ 23% | 3
COC(=O)C1=C(c2cccc(OC)c2OC)C[C@@H]2CC[C@H]1N2C(=O)NCc1ccco1
→ 0% | 6
Cc1c(NC(=O)CC2CC(C)OC2=O)c(=O)n(-c2ccccc2)n1C (centres undefined)
→ 0% | 23
CCOc1cc(C(=O)Nc2ccc(S(=O)(=O)Nc3cnc4ccccc4n3)cc2)cc(OCC)c1OCC
→ -14% | u
OC(c1ccccc1)(c1ccccc1)C1CCN(CCCOc2ccccc2Cl)CC1
→ -21% | 0
O=C1c2cccc(NCCCNCCO)c2C(=O)c2cccc(NCCCNCCO)c21
→ u | -98*
CC1(C(=O)Nc2ccc3c(c2)OCO3)CCN1C(=O)C1(c2ccc(Cl)cc2)CC1 (centres undefined)
→ -25% | -8
COc1ccc(C#Cc2ccc3c(c2)O[C@H](CN(C)C(C)=O)[C@H](C)CN([C@@H](C)CO)S3(=O)=O)cc1
→ 17% | u
O=S1(=O)C[C@H](N2CCCC2)[C@@H](COCc2ccccc2)N1
→ 0% | 16
C=CC(=O)OCCO
→ -11% | -15
CC(=O)C1=CCC(c2ccccc2)N(S(=O)(=O)c2ccc(Cl)cc2)C1 (centres undefined)
→ 15% | -34
COc1ccc(-c2nc3ccccc3n(CC(C)C)c2=O)cc1
→ -4% | -17
CC1(C(=O)Nc2cccc(OC(F)(F)F)c2)Cc2c(-c3cccc(C(N)=O)c3)ccnc2O1 (centres undefined)
→ -17% | -1
Cc1ccc(S(=O)(=O)N2CCCCC2)cc1NC(=O)CCNC(=O)c1ccccc1Cl
→ -3% | 15
CCOC(=O)C1(C)CCN1C(=O)c1cc(C)n(C(C)(C)C)n1 (centres undefined)
→ -11% | 18
c1ccc2c(c1)CN1C(=N2)COc2ccccc2C1c1nc2ccccc2[nH]1 (centres undefined)
→ 68%[activator] | 50
O=C(/C=C/[C@H]1O[C@@H](n2ccc(=O)[nH]c2=O)[C@H](O)[C@@H]1O)NC(c1ccccc1)c1ccccc1
→ 1% | 11
COc1ccc(OC)c(S(=O)(=O)N2CCN(C(=O)CCc3ccccc3)CC2)c1
→ -10% | 31
CCOC(=O)C1=C(C)N=c2sc(=Cc3cc(Cl)c(OCC(=O)O)c(Cl)c3)c(=O)n2C1c1cccc(OC)c1 (centres undefined)
→ u | -5
O=C1CCN(Cc2ccccc2)C=C1C(=O)c1ccccc1
→ -1% | u
COc1ccc(C(c2nnnn2Cc2ccccc2)N2CCC3(CC2)C(=O)NCN3c2ccccc2)cc1 (centres undefined)
→ -18% | 0
CCOC(=O)c1cc2cc(OC)ccc2n1C1CCN(CCc2ccccc2)CC1
→ u | 7
C#CCSc1nnc(C)c(C)n1
→ -1% | -16
COc1cccc(NC(=O)C2(C)CCN2Cc2ccc(OC(C)C)cc2)c1 (centres undefined)
→ -5% | -17
COc1ccccc1Cc1c(C2CCCCC2)nc2ccc(Br)cn12
→ -6% | -19
O=C(NCc1cccnc1)C(=O)NCC1OCCCN1S(=O)(=O)c1cc(F)ccc1F (centres undefined)
→ -8% | -24

Further results.
molecule | AMA1-RON2 inh | HCMV inh
Cc1cccc(-c2c3c(=O)n(C)c(=O)n(C)c3cn2-c2ccc(O)cc2)c1 | 15% | 6
CN(CCC#N)c1ccc(C=C(C#N)c2ccc(Br)cc2)cc1 | -22% | 9
Cc1ccc2nc(CSc3nnc(-c4ccco4)n3-c3ccccc3)cc(=O)n2c1 | 36%[activator] | -105*
C/C(=N\NC(=O)CCC(=O)N/N=C(\C)c1ccc(C)o1)c1ccc(C)o1 | 82%[activator] | -23
C1CN(CC2COC(CN3CCOCC3)CO2)CCO1 (centres undefined) | 2% | -5
CC1(C(=O)NS(=O)(=O)c2ccccc2)CCN1C(=O)c1ccc(C2CCCCC2)cc1 (centres undefined) | 7% | -17
O=C1c2ccccc2C(=O)N1Cc1nc2ccccc2c(=O)n1CCN1CCOCC1 | 0% | 6
CCCCNC(=O)c1onc(CSc2ccc(Cl)cc2)c1C(=O)NCCCC | 18% | -16
C[C@@H]1CCCCO[C@H](CN(C)C(=O)c2ccccc2)[C@@H](C)CN([C@H](C)CO)C(=O)c2cc(NC(=O)c3ccncc3)ccc2O1 | 7% | 13
CCCCN(C)c1c(C)nc2ccc(C(=O)Nc3cc(-c4ccccc4)ccc3OC)cn12 | -11% | 30
CSc1ccc(CN2CCC(C)(Oc3cnc(Cl)c4ccccc34)C2)cc1 (centres undefined) | -26% | 9
Nc1ncnc2c1ncn2[C@@H]1O[C@H](CO)[C@@H](O)[C@@H]1O | -15% | 55
CC1=C(C(=O)OC(C)C)C(c2ccc(Cl)cc2)n2c(sc(=Cc3ccc(OCC(=O)O)cc3)c2=O)=N1 (centres undefined) | 1% | 16
CC(C)CC1C(=O)N(Cc2cn(Cc3ccco3)nn2)CCS(=O)(=O)N1Cc1ccc(-c2ccccc2)cc1 (centres undefined) | -11% | -14
CSc1nc2[nH]c(=O)[nH]c2c(=O)[nH]1 | -24% | -4
COC(=O)C1=CN(c2ccc3c(c2)OCO3)C(N)=C(C#N)C1c1ccc(-c2ccccc2)cc1 (centres undefined) | 34%[activator] | -16
COC(=O)c1c(-c2ccccc2)[nH]c(-c2nccc3ccccc23)c1C(=O)OC | 7% | -33
NC(=O)c1ncn([C@@H]2O[C@H](CNCc3ccccc3OCc3ccc(Cl)cc3Cl)[C@@H](O)[C@H]2O)n1 | -5% | -24
CC1(C(=O)NS(=O)(=O)c2ccc(Br)cc2)CCN1C(=O)C1(c2ccccc2)CC1 (centres undefined) | 13% | -34
COc1ccc(Br)cc1/C=N/Nc1ccc(S(=O)(=O)Nc2ccccc2C(=O)O)cc1[N+](=O)[O-] | -21% | -19

Complete entries, looked up by structure.
COC(=O)c1c(-c2ccccc2)[nH]c(-c2nccc3ccccc23)c1C(=O)OC is entered as AMA1-RON2 inh: 7%; HCMV inh: -33
CCCCNC(=O)c1onc(CSc2ccc(Cl)cc2)c1C(=O)NCCCC is entered as AMA1-RON2 inh: 18%; HCMV inh: -16

Later entries:
molecule | AMA1-RON2 inh | HCMV inh
CC1(Oc2cccc(F)c2)CCN(Cc2ccc(-c3ccccn3)cc2)C1 (centres undefined) | -5% | 26
CC(C)(O)CN(C(=O)c1ccc([N+](=O)[O-])cc1)C1CCCC1 | -7% | -19
COCC(=O)N(C)C[C@H]1Oc2ncc(Br)cc2C(=O)N([C@@H](C)CO)C[C@H]1C | 1% | 12
CCOC(=O)/C=c1/s/c(=C/c2ccccc2OC)c(=O)n1CC(=O)N1CCOCC1 | -2% | 3
CCOC(=O)C1=C(COC(=O)c2ccc(OC)c(S(=O)(=O)N3CCOCC3)c2)NC(=O)NC1C (centres undefined) | -1% | -1
NNC(=O)C1CCN(S(=O)(=O)c2ccc(Cl)cc2)CC1 | 59%[activator] | -3
O=C(Nc1cccc2cccnc12)c1ccc2sc([C@H]3C[C@H](O)[C@@H](CO)O3)nc2c1 | 29% | 32
Cc1ccc(C(=O)NCCN2CCC(n3c(=O)[nH]c4ccccc43)CC2)cc1F | 3% | -22
N#Cc1ccc(-c2nc3ccc(Cl)cn3c2Cc2ccccc2C(F)(F)F)cc1 | 4% | 7
C#CCOCCOCCOCCNc1nc(N2CCOCC2)nc(N2CCN(C(=O)[C@H](C)n3cc(CCC(=O)O)nn3)CC2)n1 | -2% | 1
CN(C)c1cccc2c(S(=O)(=O)NC(=O)[C@H]3O[C@@H](n4cnc5c(N)ncnc54)[C@H](O)[C@@H]3O)cccc12 | 3% | 4
COc1cc2c(c(OC)c1OC)-c1ccc(SC)c(=O)cc1C(NC(=O)c1ccccc1)CC2 (centres undefined) | -1% | -63*
Cc1cc(NC2=CC(=O)C(=O)c3ccccc32)no1 | 5% | -102*
OC(c1ccccc1)(c1nc(-c2cccc3cccnc23)cs1)C(F)(F)F (centres undefined) | 104%[activator] | u
Nc1ncnc2c1ncn2[C@@H]1O[C@H](C(=O)N2CCCN(Cc3cccs3)CC2)[C@@H](O)[C@H]1O | 6% | 15
CCOc1ccc(CCN2C(=O)C(=O)N([C@@H](CC(C)C)CN3CCC[C@@H]3CN3C(=O)C(=O)NC[C@@H]3Cc3ccccc3)C[C@@H]2Cc2ccc(O)cc2)cc1 | -9% | -22
COC(=O)[C@]12CCCCC=C1N(Cc1ccc3c(c1)OCO3)C(=O)[C@H](CC(=O)N1CCCCC1)C2 | 4% | -70*
COc1ccc(CC(N)c2csc(NC(=O)c3ccc(F)cc3)n2)cc1 (centres undefined) | 88%[activator] | 13
Cc1ccc(CN2CC(N3CCN(CC4CC4)CC3)CS2(=O)=O)cc1 (centres undefined) | 6% | -25
CN1NC(=O)CC1c1ccccc1 (centres undefined) | 6% | -3
COC(=O)[C@@]1(C(C)C)N=C(c2cc(OC)c(OC)c(OC)c2)[C@]2(O1)C(=O)N(Cc1ccc(OC)cc1)c1ccc(Br)cc12 | 5% | 0
CN1CCN(C2CN(Cc3cn(Cc4ccc(Cl)cc4)nn3)S(=O)(=O)C2)CC1 (centres undefined) | 0% | -16
Cc1ccc(S(=O)(=O)NC(=O)C2(C)CCN2C(=O)C2(c3ccc(Cl)cc3)CCC2)cc1 (centres undefined) | 0% | -10
O=c1c2ccccc2sc2ccc(C#CC3(O)CCCCC3)cc12 | 3% | -100*
O=C(Nc1ccn(CCCNCCc2ccccn2)c(=O)n1)OCc1ccccc1 | 10% | -14

Screening results from PubChem BioAssay.
